Screening results deposited in PubChem by several laboratories.
LMPTP block: LMPTP (human) inhibition; P24666; recombinant LMPTP-A, OMFP fluorogenic substrate, fluorescence intensity; inhibition, % at 20 µM; hit rate 0.22% among 360,000;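 active means compounds that cut the enzyme signal by at least half of the control window in the single-dose screen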;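 further: plate controls were DMSO wells with enzyme plus substrate for no effect and substrate without enzyme for full effect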
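Buffer or medium: Bis-Tris pH 6.0, DTT, detergent; Assay system: LMPTP-A enzyme; Quantity: 0.625 nM enzyme; Detection: endpoint fluorescence intensity; Times: 50 min dark incubation at room temperature; Controls: substrate-only low control, DMSO enzyme-plus-substrate high control; Doses: single 20 µM dose; Read-out: percent inhibition versus substrate-only and uninhibited controls; Reagent: 400 µM OMFP.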
SUMO1-SIM PPI: modulators of human SUMO1-mediated protein-protein interactions | hit rate 0.33% among 360,000 | SUMO1 binding to a labelled peptide, TR-FRET, 1 h | inhibition, % at 20 µM; in the data active means inhibition above about 37%
NadD inh: NadD (S. aureus) enzyme inhibition; purified NadD enzyme, colorimetric absorbance read-out; inhibition, % at 20 µM; hit rate 0.78% among 360,000; in the data active means inhibition above about 26%; further: some compounds past the cut are filed as inactive
CSN inh: CSN deneddylation inhibition; AID 651999; inhibition, % at 12.5 µM; hit rate 0.38% among 360,000; Q92905; Purified CSN, SCF-Nedd8-OG deneddylation, fluorescence polarization;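 active means pattern-corrected inhibition above about 35%, with an unprinted fluorescence ratio check between 0.5 and 1.5, limit read from the data, passing the limit was not always enough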;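 further: 0% = enzyme with substrate and 100% = substrate without enzyme; some results filed as inactive read as strong as hits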
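Material: human Csn5 produced in HEK293T cells; Input: enzyme 0.24 nM; Reagent: SCFSkp2-Nedd8OG substrate at 10 nM final; Dosing: 12.5 µM compound; Incubation: 90 min reaction at room temperature; Detection: fluorescence polarization of the substrate; Evaluation: % inhibition of substrate cleavage by Csn5; Control set: substrate-only high control, full reaction low control.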
STEP inh: inhibitors of human striatal-enriched phosphatase STEP. AID 588621. hit rate 0.25% among 360,000. recombinant STEP, OMFP fluorogenic substrate, fluorescence. inhibition, % at 20 µM. P54829;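 active means inhibition at 20 µM, scaled per plate between control wells, above about 37%, limit read from the data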;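 further: 0% = DMSO with enzyme and substrate and 100% = substrate only without enzyme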
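Measure: Control-normalized % inhibition with plate pattern correction | Test system: STEP phosphatase, cell-free reaction | Medium: pH 6.0 Bis-Tris with DTT and Tween 20 | Technique: Fluorescence, 480/540 nm | Times: Reaction 20 min, ambient temperature | Doses: Single compound dose of 20 µM, 1% DMSO final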
Neddyl block: inhibitors of human cullin neddylation. AID 651699. calls only at 25 µM. P61081+Q13564. TR-FRET cullin neddylation, biochemical. hit rate 0.58% among 360,000; in the data active means inhibition above about 36%
DNMT1 block: DNMT1 (human) enzyme inhibition. P26358. AID 588458. hit rate 0.83% among 360,000. inhibition (reported as % activation of signal), % at 10 µM. DNMT1 molecular beacon, Hinp1I cleavage, fluorescence; in the data active means inhibition above about 50%
Rpn11 block: Rpn11 (human) deubiquitinase inhibition; O00487; human 26S proteasome, Ub4-pepOG fluorescence polarization; 20S core pre-blocked with epoxomicin; calls only at 20 µM; hit rate 0.59% among 360,000; AID 588493;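 active means inhibition at 20 µM, scaled to each plate's controls, above about 33%, limit read from the data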
Scp-1 inhibitor: blocks human Scp-1 phosphatase activity; hit rate 0.88% among 340,000; AID 493091; inhibition, % at 20 µM; Q9GZU7; Recombinant Scp1, phosphopeptide, malachite green phosphate absorbance;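 active means inhibition above about 50% at 20 µM, limit read from the data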;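 further: plate controls were DMSO wells with enzyme for no effect and wells lacking enzyme for full effect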
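Test system: SCP-1 phosphatase catalytic domain, residues 76-261; measured by: colorimetric phosphate reagent with accelerator and stabiliser, absorbance at 630 nm; timing: enzyme reaction 45 min at room temperature, colour 5 min, stabilisation 30 min; also added: Phosphorylated 17-residue peptide substrate; compound dosing: one concentration, 20 µM, with 1.0% DMSO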
Rin1 Abl inh: human Rin1-Abl interaction inhibition | TR-FRET Rin1/Abl binding, biochemical | AID 588664 | P00519+Q13671 | inhibition, % at 7.35 µM | hit rate 0.4% among 360,000; in the data active means inhibition above about 5%, passing the limit was not always enough
An asterisk follows results filed as active; i = inactive; / = no result given. Compounds were not picked by outcome (roughly 3.8% active in at least one column).

| compound | LMPTP block | SUMO1-SIM PPI | NadD inh | CSN inh | STEP inh | Neddyl block | DNMT1 block | Rpn11 block | Scp-1 inhibitor | Rin1 Abl inh |
| --- | --- | --- | --- | --- | --- | --- | --- | --- | --- | --- |
| O=C(NC1CCCCC1)C(c1ccc(F)cc1)N(Cc1ccccc1)C(=O)CN1C(=O)c2ccccc2S1(=O)=O (stereo not given) | 2.1 | -1 | 17 | -7 | -1 | i | 35 | i | 7 | 0 |
| CCc1cccc(NS(=O)(=O)c2ccc3c(c2)CCC(=O)N3)c1 | 0.4 | 2 | -3 | -1 | 1 | i | -2 | i | -4 | 5 |
| Cc1cc[n+](C(C)C(=O)c2ccc(-c3ccccc3)cc2)cc1 (stereo not given) | -0.1 | -4 | -1 | 6 | -3 | i | -1 | i | -4 | 3 |
| O=C(NCc1ccc(F)cc1Cl)C1CCN(S(=O)(=O)N2CCCCC2)CC1 | -0.3 | 8 | -1 | 0 | -2 | i | 0 | i | 1 | 4 |
| COc1ccc(N(CC(=O)NCc2ccc3c(c2)OCO3)S(=O)(=O)c2ccc(O)c(C(=O)O)c2)cc1 | 1.8 | 3 | 1 | 3 | -2 | i | 0 | i | -2 | 4 |
| COc1ccc(/C=C/c2c([N+](=O)[O-])c(=O)n(C)c(=O)n2C)cc1 | -2.7 | -12 | -4 | -3 | -2 | i | 0 | i | -3 | -2 |
| O=C(Nc1ccc(S(=O)(=O)Nc2ccnn2-c2ccccc2)cc1)C(F)(F)F | -0.5 | 3 | 4 | 1 | -2 | i | 0 | i | -5 | 1 |
| Cc1cc(C)cc(NC(=S)N2CCC(NC(=O)C3CC3)CC2)c1 | -1.6 | -3 | 5 | 1 | -1 | i | 3 | i | 20 | 1 |
| Cc1cccc(OCC(=O)Nc2ccccc2-c2ccccc2)c1 | 1.7 | 2 | 4 | -1 | 1 | i | -1 | i | -14 | 1 |
| O=C(COC(=O)CCCSc1nc2ccccc2[nH]1)Nc1cccc(F)c1 | -0.3 | 1 | 0 | 4 | -1 | i | 5 | i | 6 | -2 |
| O=C1NN=C(c2ccccc2)CC1c1c[nH]c2ccccc12 (stereo not given) | 1.3 | -1 | -2 | -5 | 0 | i | -5 | i | -13 | -2 |
| COc1ccccc1NC(=O)Cn1nc(-c2ccc(Cl)cc2)c2ccccc2c1=O | 1.9 | -1 | 0 | 3 | -6 | i | -1 | i | -11 | 2 |
| Cc1nc(SCCOc2ccccc2F)[nH]c(=O)c1Cc1ccccc1 | 3.5 | 2 | -4 | 13 | 0 | i | -9 | i | 2 | -2 |
| c1ccc2sc(NN=C3CCCCCC3)nc2c1 | 0.4 | -4 | -5 | 6 | 0 | i | -5 | i | -6 | -2 |
| Cc1ccccc1NNC(=O)C(=O)NNc1ccccc1C | -2.0 | 2 | -4 | -2 | 4 | i | -1 | i | -4 | -2 |
| CCc1nnc(NC(=O)CSc2ncnc3scc(-c4ccc(C)cc4)c23)s1 | 0.6 | 4 | 13 | -3 | 0 | i | -1 | i | -8 | -1 |
| CC(C)Sc1nc2c([nH]1)c(=N)ncn2Cc1ccccc1 | 21 | -1 | -4 | -2 | 0 | i | -1 | i | 5 | 3 |
| Cc1onc(C(=O)NN)c1-c1csc(COc2ccc(Cl)cc2)n1 | -0.6 | 1 | 3 | -2 | -2 | i | -1 | i | -7 | 0 |
| CCc1cc2ccc(C)cc2nc1SCC(=O)NNC(=O)c1ccco1 | 0.4 | -2 | 0 | 3 | -3 | i | -2 | i | -4 | -1 |
| CCCc1nc2scc(-c3ccccc3)c2c(=O)n1N | 0.3 | 13 | -2 | -2 | -1 | i | -2 | i | -7 | 1 |
| O=C(C1CCCCC1)N1CCC2CC1c1cc(-c3ccc4c(c3)OCO4)ccc12 (stereo not given) | 6.1 | 9 | -5 | 0 | 2 | i | 5 | i | / | 2 |
| COc1ccc(OC)c(C2C/C(=N/O)C(C)C(c3cc(OC)ccc3OC)N2)c1 (stereo not given) | 0.2 | 5 | 5 | 6 | -1 | i | -3 | i | 5 | 2 |
| COc1cccc(NC(=O)CN(C)C(C)C(=O)NC(C)c2ccc(Cl)cc2Cl)c1 (stereo not given) | 0.5 | 5 | -6 | 2 | -3 | i | 4 | i | -8 | -1 |
| COc1ccc(-c2nc(CN(CC3CCC(=O)N3)C(C)C)c(C)o2)c(C)c1C (stereo not given) | 0.4 | 5 | 3 | -6 | -2 | i | -2 | i | -9 | 4 |
| COc1cc(/C=C/C(C)=O)cc(OC)c1OC | 0.9 | 0 | 1 | 2 | 0 | i | 2 | i | -5 | -7 |
| CCN(c1ccccc1)S(=O)(=O)c1ccc(C(=O)Nc2ccccn2)cc1 | 0.5 | 1 | 0 | 3 | -4 | i | 1 | i | -1 | -2 |
| COc1ccc(C(=O)NCC(=O)NCC(=O)OCC(=O)c2ccc(C)cc2)cc1 | 1.0 | 0 | 8 | -1 | 0 | i | 2 | i | -4 | -3 |
| O=C1Nc2ccccc2C1=Nc1ccccc1-c1ccccc1 | -0.8 | -20 | 2 | -3 | -2 | i | -10 | i | 2 | 1 |
| O=C(CN(Cc1ccc(Cl)cc1)C(=O)CNS(=O)(=O)c1ccccc1)NCC1CCCO1 (stereo not given) | -0.2 | 0 | -13 | 0 | -4 | i | 0 | i | -4 | -1 |
| O=C(CN1CCN(S(=O)(=O)c2ccccc2)CC1)Nc1ccccc1C(=O)c1ccccc1 | 2.3 | -3 | -5 | -1 | 2 | i | -7 | i | -9 | 1 |
| Cc1ccc(N2C(=O)c3cccc4cccc(c34)C2=O)cc1 | -0.2 | -6 | -6 | -5 | 0 | i | 4 | i | -1 | 2 |
| N#C/C(=C\c1ccc(Sc2ccccc2)o1)c1nc2ccccc2[nH]1 | 30 | 3 | 10 | -5 | 3 | i | 29 | i | 5 | -4 |
| CN1C(=O)[C@H]2[C@@H](c3ccc(C(F)(F)F)cc3)N[C@]3(CCCN(Cc4ccco4)C3=O)[C@H]2C1=O | -0.9 | 0 | 5 | -1 | -2 | i | 2 | i | / | -2 |
| COc1ccc(C(=O)c2c3ccc(OC)cc3[n+]([O-])n2CCCC(N)=O)cc1 | -1.5 | -16 | 2 | 5 | -1 | i | 3 | i | -8 | 0 |
| CC1CCCCC1NC(=O)CCC(=O)N1CCOc2ccc(Cl)cc21 (stereo not given) | -0.2 | -6 | 1 | 1 | -2 | i | -1 | i | 10 | 3 |
| Cc1cccc(NC(=O)CCN2CCCCC2)c1 | 0.0 | 4 | -3 | 2 | 0 | i | 1 | i | -6 | 0 |
| Cc1ccc(S(=O)(=O)NC(CC(=O)NCC2CCCO2)c2ccco2)cc1 (stereo not given) | -1.1 | 0 | -5 | -4 | -4 | i | 2 | i | -14 | 0 |
| Cc1cc(-c2ccc(C)c(S(=O)(=O)N3CCN(c4ccc(F)cc4)CC3)c2)on1 | 3.7 | -2 | -3 | 0 | 4 | i | -5 | i | -8 | 3 |
| Cc1noc(C)c1S(=O)(=O)Nc1ccc2c(c1)C(=O)N([C@H](C)CO)C[C@H](C)[C@@H](CN(C)S(=O)(=O)c1ccccc1)O2 | 0.2 | 6 | -2 | -8 | -2 | i | 8 | i | 27 | 3 |
| CCC1=NN2C(=N)/C(=C\c3cccn3-c3c(C)cccc3C)C(=O)N=C2S1 | 1.5 | -7 | 17 | 5 | 2 | i | 7 | i | -6 | 1 |
| O=C(NCCN1CCOCC1)c1ccc2c(c1)N(Cc1ccccc1F)C(=O)c1ccccc1S2 | -0.2 | 2 | -11 | -4 | 4 | i | -6 | i | -2 | -1 |
| O=C(CN1CCN(Cc2ccccc2)CC1)NCCc1ccccc1 | -1.0 | 1 | 0 | 1 | 0 | i | -6 | i | -7 | 3 |
| Cn1nc(C(=O)N2CCc3ccccc32)c2ccccc2c1=O | -1.0 | -3 | -2 | -3 | -2 | i | -3 | i | -3 | 0 |
| CN(CC(O)COc1ccc(S(=O)(=O)N2CCOCC2)cc1Cl)C1CCCCC1 (stereo not given) | 2.8 | -3 | -6 | -1 | 0 | i | 0 | i | -8 | -2 |
| COc1ccc(NC(=O)C2(C)CCN2Cc2cccc(OC)c2OC)cc1OC (stereo not given) | -0.1 | 0 | -4 | -2 | 1 | i | -1 | i | / | -3 |
| CC(CCc1ccccc1)NC(=O)C(=O)N1CCOCC1 (stereo not given) | -0.6 | 0 | -2 | -5 | 0 | i | -1 | i | -8 | 3 |
| Cc1cc(N2CCN(C)CC2)nc2ccc(NC(=S)NCCCN3CCc4ccccc4C3)cc12 | 11 | -18 | -4 | 1 | 3 | i | -6 | i | -10 | -8 |
| C=CCNc1nc(N2CCOCC2)nc(N2CCOCC2)n1 | -1.8 | 0 | 2 | 0 | 0 | i | 8 | i | 0 | -6 |
| COc1cccc(C(=O)Nc2cc(-c3cn4cccnc4n3)ccc2C)c1 | 1.6 | -6 | 3 | -2 | 1 | / | -5 | i | -3 | -1 |
| O=S(=O)(/N=C(/Nc1cccc2ccccc12)c1ccccc1)c1cccs1 | 0.3 | -3 | -5 | 0 | 13 | i | -2 | i | -3 | 3 |
| Cc1noc(C)c1CSc1nc2[nH]ncc2c(=O)n1-c1ccccc1 | -1.8 | 0 | -7 | -1 | 0 | i | 3 | i | 3 | 4 |
| CN(CC(O)COCc1ccccc1F)C1CCCCC1 (stereo not given) | 1.1 | 0 | 0 | 4 | 1 | i | -1 | i | 2 | -3 |
| COc1ccc(NC(=O)C2CCCN(C(=O)Nc3ccc(F)cc3)C2)cc1OC (stereo not given) | 0.7 | -1 | -2 | 4 | 1 | i | 2 | i | 4 | 1 |

Entries shown so far containing an aryl thioether with sulfur outside any ring:
| compound | LMPTP block | SUMO1-SIM PPI | NadD inh | CSN inh | STEP inh | Neddyl block | DNMT1 block | Rpn11 block | Scp-1 inhibitor | Rin1 Abl inh |
| --- | --- | --- | --- | --- | --- | --- | --- | --- | --- | --- |
| O=C(COC(=O)CCCSc1nc2ccccc2[nH]1)Nc1cccc(F)c1 | -0.3 | 1 | 0 | 4 | -1 | i | 5 | i | 6 | -2 |
| Cc1nc(SCCOc2ccccc2F)[nH]c(=O)c1Cc1ccccc1 | 3.5 | 2 | -4 | 13 | 0 | i | -9 | i | 2 | -2 |
| CCc1nnc(NC(=O)CSc2ncnc3scc(-c4ccc(C)cc4)c23)s1 | 0.6 | 4 | 13 | -3 | 0 | i | -1 | i | -8 | -1 |
| CC(C)Sc1nc2c([nH]1)c(=N)ncn2Cc1ccccc1 | 21 | -1 | -4 | -2 | 0 | i | -1 | i | 5 | 3 |
| CCc1cc2ccc(C)cc2nc1SCC(=O)NNC(=O)c1ccco1 | 0.4 | -2 | 0 | 3 | -3 | i | -2 | i | -4 | -1 |
| N#C/C(=C\c1ccc(Sc2ccccc2)o1)c1nc2ccccc2[nH]1 | 30 | 3 | 10 | -5 | 3 | i | 29 | i | 5 | -4 |
| Cc1noc(C)c1CSc1nc2[nH]ncc2c(=O)n1-c1ccccc1 | -1.8 | 0 | -7 | -1 | 0 | i | 3 | i | 3 | 4 |
